Diaphorase act – counter-screen for diaphorase-based assays: diaphorase activators and chemical reducers; Diaphorase/resazurin coupled assay, resorufin fluorescence, 16 min; hits give high values; 1 = vehicle wells, 0 = NADH-free wells; activation factor at 20 µM; 0.005% of 190,000 active;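 active means diaphorase activity raised at least twofold by the compound at 20 µM; inactive means activation factor below 2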
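System – purified diaphorase enzyme from Clostridium kluyveri · Input – enzyme 0.07 U/mL final · Also added – final NADH 0.114 mM, resazurin 0.1 mM · Measured by – fluorescence of resorufin, 544 nm excitation, 590 nm emission · Timing – 16 min enzyme reaction, ambient temperature · Measure – resorufin increase flagging diaphorase activators or reducers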
ROMK mod – modulates human ROMK potassium channel activity; P48048; Tet-inducible ROMK, thallium flux fluorescence; actives lie on both sides; B-score at 10 µM; 2% of 130,000 active;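 active means signal ratio slope over the read window, or its plate-corrected B-score, at least 3 SD from the plate mean, either direction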;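 further: B-score of the F/F0 ratio slope over 7 to 12 s after thallium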
PMI act hi M6P – increases human PMI activity with near-saturating mannose 6-phosphate. coupled PMI enzyme assay, resazurin fluorescence, 20 min; hits give high values; 1 = untreated enzyme, 0 = substrate-free blank. 0.34% of 190,000 active. activation factor at 20 µM. P34949;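 active means activation factor of 2 or more at 20 µM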
Target sequence (P34949 whole entry, looked up): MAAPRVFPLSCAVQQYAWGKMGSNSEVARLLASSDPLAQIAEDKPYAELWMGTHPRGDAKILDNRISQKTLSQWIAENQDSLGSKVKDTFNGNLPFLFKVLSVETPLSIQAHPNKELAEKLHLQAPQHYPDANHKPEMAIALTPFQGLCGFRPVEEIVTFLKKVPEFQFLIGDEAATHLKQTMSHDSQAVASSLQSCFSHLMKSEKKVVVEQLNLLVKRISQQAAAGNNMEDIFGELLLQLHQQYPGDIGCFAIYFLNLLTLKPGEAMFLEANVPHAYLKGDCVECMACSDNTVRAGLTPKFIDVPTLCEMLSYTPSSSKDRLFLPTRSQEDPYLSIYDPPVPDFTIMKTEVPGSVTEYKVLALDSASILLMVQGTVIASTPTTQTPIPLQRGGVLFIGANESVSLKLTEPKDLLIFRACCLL
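assay system = human phosphomannose isomerase with PGI, G6PDH, diaphorase coupling enzymes | quantity = 15 ng/mL PMI | incubation = enzyme reaction with compound 20 min at room temperature | medium = HEPES pH 7.4 buffer with MgCl2 and Tween-20 | compound dosing = one concentration, 20 µM, in 1% DMSO | measured by = Diaphorase-driven resazurin-to-resorufin fluorescence, excitation 544, emission 590 nm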
S1P3 antag – blocks the human S1P3 receptor; CHO S1P3 NFAT-BLA reporter, FRET fluorescence, antagonist mode; inhibition, % at 4.98 µM; 0.27% of 170,000 active; AID 485;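 active means inhibition above the plate cutoff, the mean inhibition of test wells on that plate plus 3 SD, cut at about 28% in these data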;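 further: cells challenged with S1P at its EC80 of 0.8 µM; blue over green emission ratio from cleaved BLA substrate after 4 h stimulation; 0% = S1P-stimulated wells and 100% = unstimulated DMSO-only wells; some compounds past the cut are filed as inactive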
SRC2 TRFRET art – flags TR-FRET format artefacts in PPARgamma SRC-2 recruitment agonist screen | TR-FRET artefact counter-screen; hits give high values | TR-FRET ratio at 8 µM | 0.4% of 200,000 active; in the data active means TR-FRET ratio above about 2000; further: inactives centre near 1500
PMI act – increases human mannose-6-phosphate isomerase activity; purified human PMI, coupled resazurin fluorescence, 20 min; hits give high values; 1 = vehicle control, 0 substrate-free wells; activation factor at 20 µM; 0.005% of 190,000 active; AID 1214;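 active means activation factor of 2 or more at 20 µM, relative to plate controls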
G6PDH counter – inhibits Leuconostoc G6PDH, flagging false hits in G6PDH-based assays. 0.12% of 200,000 active. Purified L. mesenteroides G6PDH, diaphorase/resazurin coupled fluorescence, 45 min. inhibition, % at 5 µM; in the data active means inhibition above about 50%
PPARg SRC-1 ag – PPARgamma-driven SRC-1 recruitment agonism. P37231. PPARgamma-SRC-1 coactivator recruitment biochemical assay. activation, % at 8 µM. 0.41% of 200,000 active; in the data active means activation above about 19%;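 further: 0% = DMSO and 100% = reference agonist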
Target sequence (P37231 whole entry, looked up): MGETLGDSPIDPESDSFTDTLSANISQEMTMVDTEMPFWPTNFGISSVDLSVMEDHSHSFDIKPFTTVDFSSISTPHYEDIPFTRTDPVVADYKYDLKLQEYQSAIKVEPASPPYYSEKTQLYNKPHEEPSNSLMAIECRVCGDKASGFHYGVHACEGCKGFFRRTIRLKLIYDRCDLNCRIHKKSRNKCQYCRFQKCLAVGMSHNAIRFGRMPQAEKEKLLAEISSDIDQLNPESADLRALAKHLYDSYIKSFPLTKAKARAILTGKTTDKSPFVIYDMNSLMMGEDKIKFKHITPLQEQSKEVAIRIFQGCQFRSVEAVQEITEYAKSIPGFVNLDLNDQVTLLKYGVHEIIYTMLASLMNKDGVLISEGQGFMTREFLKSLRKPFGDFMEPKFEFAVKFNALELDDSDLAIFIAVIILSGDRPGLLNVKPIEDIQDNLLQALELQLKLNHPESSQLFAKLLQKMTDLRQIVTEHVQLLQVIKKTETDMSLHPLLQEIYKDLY
PPARg SRC-2 ag – promotes SRC-2 coactivator recruitment by human PPARgamma | P37231 | PPARgamma LBD-SRC-2 recruitment, biochemical | activation, % at 8 µM | 0.34% of 200,000 active; in the data active means activation above about 22%;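 further: 0% = vehicle and 100% = reference agonist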
Diaph inh CS – inhibits diaphorase or chemically oxidizes, flagging diaphorase assay artifacts; 0.69% of 190,000 active; diaphorase resazurin-to-resorufin fluorescence, NADH, 16 min; bacterial (C. kluyveri) enzyme, not human; AID 1217; inhibition, % at 20 µM;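 active means primary screen inhibition at 20 µM above a set limit, cut at about 50% in these data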;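 further: plate controls were DMSO with full reaction for no effect and wells lacking NADH for full effect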
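System: Diaphorase enzyme from Clostridium kluyveri | Amount: Enzyme working solution with 0.14 U/mL diaphorase | Benchmarks: No-NADH positive control and DMSO neutral control | Signal: Fluorescence of resorufin formed from resazurin, Ex 544/Em 590 nm | Schedule: 16-min room-temperature incubation before reading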
PPARg SRC-3 ag – promotes SRC-3 coactivator recruitment by human PPARgamma; biochemical PPARgamma/SRC-3 coactivator recruitment assay; activation, % at 8 µM; 0.26% of 200,000 active; AID 731; in the data active means activation above about 23%;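 further: 0% = DMSO and 100% = reference agonist; some compounds past the cut are filed as inactive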
Numbers without * were called inactive; x = no result given.

SMILES	Diaphorase act	ROMK mod	PMI act hi M6P	S1P3 antag	SRC2 TRFRET art	PMI act	G6PDH counter	PPARg SRC-1 ag	PPARg SRC-2 ag	Diaph inh CS	PPARg SRC-3 ag
CNC(=O)CCSc1ccc(C)cc1	0.8	0.42	1	x	1622	0.9	2	6	2	16	-2
N=C1SCC(=O)N1c1nc(-c2ccccc2)cs1	0.9	0.22	1.1	x	1488	1	-6	2	0	9	2
Nc1nonc1C(=O)NCCN=Cc1cc(Cc2ccccc2)cc(Br)c1O	0.8	2	1	x	1561	1.2	9	8	8	16	11
CCN1CCCC1CNC(=O)c1ccc(Sc2ccccc2Cl)c([N+](=O)[O-])c1 (stereo not given)	0.9	-1.4	1	-5	1609	1.1	11	-2	0	11	-5
O=c1c2[nH]c3ccccc3c2ncn1Cc1ccncc1	1	x	0.9	-9	1534	1	6	-2	10	-2	-1
Cc1ccc(NC(=S)N(CCN(C)C)Cc2cc3cccc(C)c3[nH]c2=O)cc1	0.9	-1.3	0.9	-26	1593	1	4	2	-3	9	1
CCOc1nc(NCCN2CCOCC2)nc(Nc2ccc([N+](=O)[O-])cc2)n1	0.8	-0.45	1.1	-5	1624	1.2	2	2	7	21	0
CC(=O)Nc1ccc(S(=O)(=O)Nc2cccc(-c3cn4c(n3)SCC4)c2)cc1	0.9	-0.48	1	-19	1455	1	0	-3	7	15	0
Cc1ccc(-c2c[nH]c(=S)n2-c2ccccc2)cc1	0.8	0.63	1.1	-14	1691	1.1	5	6	12	20	4
O=C(CN1CCN(c2ncc(C(F)(F)F)cc2Cl)CC1)NC(=O)NCc1ccccc1	0.8	x	1	-2	1716	1.1	5	0	1	15	1
S=C(Nc1ccccc1)N1CCn2cccc2C1c1cccnc1 (stereo not given)	0.8	x	1	2	1461	1	-6	4	1	15	-1
Cc1[nH]nc(-c2ccc(OCc3cnn(-c4ccccc4)c3)cc2O)c1Oc1ccccc1F	0.9	-1.1	1.1	x	1364	1.2	6	8	-12	14	2
CC(=O)c1cccc(N(C(=O)c2cnccn2)C(C(=O)NCc2ccccc2)c2ccco2)c1 (stereo not given)	0.8	x	0.9	x	1665	0.9	0	6	7	20	2
CCc1c(O)nc(SCC(=O)Nc2ccc3c(c2)CCC3)[nH]c1=O	0.9	0.3	1	-2	1665	1	-1	10	6	6	4
O=C(OCc1ccc(Cl)cc1)c1cnccn1	1	-0.85	1.1	x	1604	1.1	4	2	6	-2	6
COc1ccc(C(=O)Nc2nc3cc(OC)c(OC)cc3c(=O)[nH]2)cc1	1	0.62	1	-4	1518	1	-1	-3	0	-4	2
COc1ccc(CCNC(=O)/C=C\c2ccccc2)cc1OC	0.9	0.65	0.9	2	1565	0.9	3	6	8	6	1
COC(=O)c1cc(-c2ccc(OC)cc2)on1	0.9	0.028	0.9	-6	1724	0.9	8	4	-2	11	-3
CC(=O)N1C(=O)/C(=C2\SC(=S)N(c3c(C)n(C)n(-c4ccccc4)c3=O)C2=O)c2ccccc21	0.7	x	0.2	5	1633	0.4	29	-3	1	35	0
CCCCN(N=Nc1nonc1OC)c1nonc1OC	0.8	-1.3	0.9	x	1577	0.8	0	-2	6	19	6
CCOc1ccccc1N(C(=O)CNS(=O)(=O)c1ccccc1)C(CC)C(=O)NCc1ccco1 (stereo not given)	1.1	-1.5	1.1	x	1549	1	3	6	13	-5	11
Cc1cc(NCC(c2ccccc2)c2ccccc2)n2ncnc2n1	1	-1.3	0.9	-21	1671	0.9	14	2	5	4	5
O=C(c1cccnc1)N1CCCc2ccccc21	0.9	x	1	-15	1869	1	5	12	7	9	12
COc1cccc(SCC2(O)CCN(C(=O)c3ccc(Cl)cc3)CC2)c1	0.8	-0.22	0.9	-9	1582	0.9	13	10	4	17	2
O=C(Nc1ccc(N2CCCCC2)c(Cl)c1)c1ncn[nH]1	1	-0.47	1	-20	1492	1	15	1	1	1	-4
COc1cc(OC)cc(C(=O)N2CCN(C(=O)c3cccc(F)c3)CC2)c1	0.9	0.12	1	-25	1708	0.9	4	0	0	6	5
Cc1ccc(OCC(=O)N2CCN(S(=O)(=O)c3ccccc3)CC2)c([N+](=O)[O-])n1	0.9	x	1	2	1449	0.8	-8	-7	-4	7	6
CCN(CC)CCNC(=O)c1ccc(NS(=O)(=O)c2ccc3c(c2)OCCO3)cc1	1	0.6	1	-1	1390	1	6	-3	4	4	-2
CS(=O)(=O)c1ccc(SCC(=O)NC2CCS(=O)(=O)C2)c([N+](=O)[O-])c1 (stereo not given)	1	0	1.2	-29	1714	1.2	8	0	2	0	0
Cc1cccc(C(=O)Oc2ccc(/C=N/NC(=O)c3ccncc3)cc2)c1	1.1	-0.31	1.1	4	1498	1.2	-6	6	0	-6	4
O=C(C1CC1)N(Cc1ccco1)c1nc(-c2ccccc2)cs1	0.8	x	0.9	40	1880	0.9	12	6	17	24	10
CN=C1SC(CC(=O)Nc2cccc(Cl)c2Cl)C(=O)N1C (stereo not given)	0.9	-0.7	1	2	1713	1	4	5	-2	14	5
Cc1ccn2c(C(=O)CSc3ccc(Cl)cc3Cl)c(C)nc2c1	0.9	-0.58	0.9	x	1397	0.9	4	-4	9	8	-3
CCCCOC(=O)NCN1C(=O)C2C3C=CC(C3)C2C1=O (stereo not given)	0.9	x	1	-3	1391	1	-5	1	7	5	4
CCCn1c(C)cc(C(=O)Cn2nnc3ccccc3c2=O)c1C	0.9	0.94	1	1	1494	1	-10	3	1	9	-3
CCCCC(CC)CNC(=O)CC1Nc2c3ccccc3nc(=S)n2C1=O (stereo not given)	0.6	-0.22	1.2	7	1761	1.2	3	6	0	36	3
CC(C)CSC1=NSC2=NC(=O)/C(=C\c3ccccc3)C(=N)N12	0.9	1.8*	1.1	0	1729	1.1	5	4	0	12	1
CCOc1ccccc1-n1nnnc1SCC(=O)NCc1ccco1	1	-0.35	1.1	9	1544	1	24	6	11	2	0
CS(=O)(=O)N(CC(=O)NC1CC2CCC1C2)c1ccc(Oc2ccccc2)cc1 (stereo not given)	x	-2.5	x	-9	1466	x	13	4	-1	x	0
Cc1ccc(SCC(=O)Nc2ncc(C)s2)cc1	1	x	1	x	1528	1	4	-1	-4	-3	-7
CC1CN(Cc2nc3c(c(=O)n(C)c(=O)n3C)n2CCCO)CC(C)O1 (stereo not given)	0.9	x	1	-14	1491	1.1	11	7	4	7	-4
O=C(Cc1cccs1)N(c1ccccc1)C1C=CS(=O)(=O)C1 (stereo not given)	0.9	x	1.3	-27	1484	1.1	8	-4	-1	5	-3
O=C(c1cc(COc2ccc(F)cc2Cl)on1)N1CCc2ccccc2C1	0.6	0.67	0.9	-14	1667	0.8	10	3	5	37	5
NS(=O)(=O)c1ccc(NC(=O)COC(=O)CCNC(=O)NC23CC4CC(CC(C4)C2)C3)cc1	0.8	x	1.1	x	1537	1.1	4	-2	-3	15	-6
Cc1cccc(C)c1NC(=O)C1(NC(=O)c2cnccn2)CCCCC1	0.8	x	1	-18	x	1	8	x	x	15	x
COc1cc(OC)cc(C(=O)N2CCN(C(=O)COc3ccc4ccccc4c3)CC2)c1	0.9	x	1	-6	1435	1	8	2	0	6	1
CCCn1c(SCC(=O)Nc2ccc(S(=O)(=O)N(C)C)cc2)n[nH]c1=O	0.9	-0.014	0.9	-21	1600	0.9	14	-2	-4	8	-3
C=C(C)CNC(=S)Nc1cccc(N)n1	0.8	-0.49	0.6	-10	1610	0.7	-9	1	2	18	4
CCOC(=O)c1[nH]c2cc3c(cc2c1NC(=O)CN1CCc2ccccc2C1)OCO3	0.8	-0.14	0.9	x	1804	1	9	15	1	17	9
CCN(CC)C(=O)c1c(-c2ccccc2)oc2ccc(OC)cc12	1	-1.5	1	-2	1805	1	2	11	-7	0	2
CCOC(=O)c1c(-c2ccc(C)o2)csc1NC(=S)NC(=O)N(C)C	0.7	-0.47	0.7	x	1786	0.7	-4	1	7	30	6
COC(=O)/C=C1\S/C(=N/NC(=O)c2ccccc2)NC1=O	0.7	0.45	0.7	x	1627	0.7	8	4	10	27	12
O=C(O)c1ccc(/C=N/NC(=O)c2cc(-c3cccs3)nc3ccccc23)cc1	0.9	0.48	1.1	-8	1683	1.1	7	4	4	9	2
CCCOc1ccc(N2C(=O)CC(NCc3ccncc3)C2=O)cc1 (stereo not given)	0.8	x	0.9	-18	1615	0.9	1	5	6	17	11
COc1ccc(/C(N)=N/OC(=O)c2ccco2)cc1OC	0.9	x	0.9	-2	1680	1	6	5	3	12	-1
CCCCNC(=O)C1CCC(CNc2nc(=S)[nH]c3ccccc23)CC1 (stereo not given)	1	-0.4	1.1	-19	1606	1.1	0	4	-12	-3	3
CCNc1nc(CN2CCOCC2)nc2sc3c(c12)CCC3	0.8	-1.1	0.9	x	1527	0.8	2	-3	2	18	8
CCOC(=O)Cn1c(=O)oc2cc(S(=O)(=O)NCc3cccs3)ccc21	0.9	x	0.9	-8	1384	0.9	-2	1	6	8	-9
CCC(CC)c1nc2cc(OC)c(OC)cc2c(=O)o1	0.9	x	1	x	1454	0.9	1	1	-1	9	1
CC(NC(=O)Cn1nnc(-c2ccncc2)n1)c1ccccc1 (stereo not given)	0.9	0.72	1	x	1493	1	6	-1	10	8	-14

Assay outcomes: PubChem, several laboratories

Rows are unselected; overall some 3.3% were active at least once.
